Screening results as filed in PubChem BioAssay.
ARFGAP1 inhibitor: rat ARFGAP1 inhibition; Q62848; Arfgap1-stimulated ARF1 GTP hydrolysis, GDP FP detection; inhibition, % at 16.5 µM; actives 0.26% (n = 360,000); AID 651572;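 active = inhibition above a per-plate limit, mean inhibition of low control wells plus 3 SD, cut at about 25% in these data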;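 also: 0% = DMSO wells with enzyme and 100% = wells lacking Arfgap1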
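Material: truncated rat Arfgap1 GAP domain; Incubation: compound-enzyme preincubation 20 min, reaction 120 min, detection 60 min, 25 °C; Read-out: percent inhibition of Arfgap1-stimulated GTP hydrolysis; Technique: FP, GDP Alexa 633 tracer displaced from anti-GDP antibody, 620/688 nm; Controls: No-Arfgap1 wells (100%) versus DMSO full-reaction wells (0%); Replication: single well per compound.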
PLC-beta3 inh: blocks human PLC-beta3 enzyme activity | Q01970 | Purified PLC-beta3, fluorogenic substrate, fluorescence | inhibition, % at 12.2 µM | actives 0.18% (n = 370,000) | AID 720704; in the data active = inhibition above about 11%;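 also: 0% = median of compound wells on plate and 100% = full blocker control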
KLK7 zymogen act: activates the human kallikrein-7 zymogen | P49862 | purified proKLK7, EDANS-DABCYL substrate fluorescence; 100% is mature enzyme control, 0% vehicle | activation, % at 7 µM | actives 0.9% (n = 370,000);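 active = activation above the mean of all tested compounds plus 3 SD, computed per campaign excluding outliers beyond control limits, cut at about 13% in these data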
Target sequence (P49862 whole entry, looked up): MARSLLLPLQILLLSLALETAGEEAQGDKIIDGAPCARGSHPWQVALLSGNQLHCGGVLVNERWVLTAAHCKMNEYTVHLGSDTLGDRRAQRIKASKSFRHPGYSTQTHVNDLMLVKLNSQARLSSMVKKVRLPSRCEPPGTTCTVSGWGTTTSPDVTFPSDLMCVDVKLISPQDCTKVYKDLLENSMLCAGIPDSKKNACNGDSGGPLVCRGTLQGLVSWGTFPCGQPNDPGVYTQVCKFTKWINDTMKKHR
ADAM17 inh: inhibitors of human ADAM17. P78536. recombinant ADAM17, EDANS/DABCYL FRET peptide cleavage. inhibition, % at 6.95 µM. actives 0.83% (n = 370,000). AID 720648;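 active = inhibition above the mean of compounds lying between control limits plus 3 SD, set per campaign, cut at about 8.5% in these data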;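 also: 0% = DMSO-only wells as the low control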
Tn7 DDE FP: DD(E)-Tn7 binding inhibition, primary FP screen. inhibition, % at 8.3 µM. AID 720508. FP displacement of FITC-Tn7 peptide from fibrin DD(E); 0% = median of compound wells per plate. actives 0.13% (n = 370,000). P02675;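 active = inhibition above the mean of compounds falling within the control limits plus 3 SD of them, cut at about 14% in these data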;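 also: 0% = plate median of compound wells and 100% = 10 µM Aha-Tn7 peptide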
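System: human fibrin DD(E); quantity: Fibrin-DD(E) at 2 µM final; also added: fluorescent Tn7 probe at 0.1 µM; compound dosing: single nominal test concentration of 8.3 µM per compound; schedule: 10 min preincubation, 3 h with tracer, room temperature; detection: fluorescence polarization of the labelled Tn7 tracer; repeats: one replicate per compound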
PLC-gamma1 inh: blocks human PLC-gamma1 enzyme activity | actives 0.84% (n = 370,000) | AID 720700 | purified PLC-gamma1, fluorogenic substrate, fluorescence | P19174 | inhibition, % at 12.2 µM; in the data active = inhibition above about 9.5%
UHRF1 binding: human UHRF1 methylated DNA binding inhibitors | UHRF1 binding to methylated oligo, TR-FRET | inhibition, % at 4.4 µM | actives 0.75% (n = 370,000) | AID 687016; in the data active = inhibition above about 21%;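 also: UHRF1 SRA domain binding a hemimethylated CpG hairpin DNA probe; 0% = median of test compound wells and 100% = reference inhibitor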
Target sequence (Q96T88 whole entry, looked up, the tested form may be a part): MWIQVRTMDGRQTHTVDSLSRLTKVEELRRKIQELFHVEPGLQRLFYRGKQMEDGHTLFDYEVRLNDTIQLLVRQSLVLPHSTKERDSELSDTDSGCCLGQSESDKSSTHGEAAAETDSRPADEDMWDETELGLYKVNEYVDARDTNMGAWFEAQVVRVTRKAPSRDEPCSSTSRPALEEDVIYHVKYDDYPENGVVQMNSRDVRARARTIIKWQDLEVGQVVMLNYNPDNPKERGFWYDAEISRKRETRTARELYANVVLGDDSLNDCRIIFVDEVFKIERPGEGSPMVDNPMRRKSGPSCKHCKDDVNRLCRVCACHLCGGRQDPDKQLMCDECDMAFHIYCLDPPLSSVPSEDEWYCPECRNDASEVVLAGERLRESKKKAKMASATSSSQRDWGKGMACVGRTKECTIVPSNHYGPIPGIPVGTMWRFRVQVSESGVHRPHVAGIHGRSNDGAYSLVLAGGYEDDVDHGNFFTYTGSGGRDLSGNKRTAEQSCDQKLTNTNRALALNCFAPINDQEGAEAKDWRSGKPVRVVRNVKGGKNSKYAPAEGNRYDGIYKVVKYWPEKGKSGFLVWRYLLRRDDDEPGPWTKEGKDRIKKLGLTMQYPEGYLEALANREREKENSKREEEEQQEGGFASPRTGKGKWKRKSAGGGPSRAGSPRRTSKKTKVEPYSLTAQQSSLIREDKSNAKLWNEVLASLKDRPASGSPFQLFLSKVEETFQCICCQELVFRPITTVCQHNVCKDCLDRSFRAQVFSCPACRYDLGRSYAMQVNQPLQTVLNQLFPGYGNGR
MBD2 DNA inh: inhibitors of human MBD2 binding to methylated oligonucleotide; inhibition, % at 4.4 µM; TR-FRET; AID 686964; actives 0.31% (n = 370,000); Q9UBB5; in the data active = inhibition above about 13%
DDE Tn6 FP inh: inhibitors of Tn6 peptide binding to human fibrin DD(E); Fibrin DD(E) TRITC-Tn6 fluorescence polarization displacement; P02675; inhibition, % at 8.3 µM; actives 0.21% (n = 370,000); AID 720509;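 active = inhibition above a per-campaign cutoff: mean of compounds within control limits plus 3 SD, cut at about 15% in these data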;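 also: 0% = median of all compound wells on the plate and 100% = blocking peptide control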
ASAP1 GAP inh: ASAP1 ArfGAP inhibition; ASAP1-stimulated ARF1 GTP hydrolysis, GDP FP detection; inhibition, % at 16.5 µM; actives 0.19% (n = 360,000); AID 624377; in the data active = inhibition above about 25%;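 also: 0% = vehicle with enzyme and substrate and 100% = no enzyme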
An asterisk follows results filed as active; i = inactive; . = not tested or not shown.

UHRF1 binding	DDE Tn6 FP inh	PLC-gamma1 inh	Tn7 DDE FP	ARFGAP1 inhibitor	PLC-beta3 inh	smiles	KLK7 zymogen act	MBD2 DNA inh	ASAP1 GAP inh	ADAM17 inh
-3	-7	1	-5	-5	-3	COc1ccc(/C=N/NC(=O)Cc2n[nH]c(=O)[nH]c2=O)cc1	-0.2	1	2	-1
5	-6	1	4	-5	-1	CN(CC(=O)Nc1ccccc1Br)C(=O)CNC(=O)c1ccc2c(c1)OCO2	0.1	0	-2	2
-7	4	-27	2	2	-41	CSc1nnc2ccc(-c3ccccn3)nn12	-0.3	-3	-11	-1
0	2	3	-4	3	-8	CCOc1ccc(CC(=O)N/N=C/c2sccc2C)cc1	0.5	0	-7	-2
2	-3	1	9	6	-3	CN(CCCC(=O)N1CCCC(C(N)=O)C1)S(=O)(=O)c1ccc(F)cc1 (stereo unspecified)	-0.3	3	-8	-4
9	4	-3	5	14	1	CCNC(=O)C[C@@H]1CC[C@H]2[C@@H](COC[C@H](O)CN2C(=O)C2CC2)O1	-0.4	2	-3	-2
-1	6	1	4	.	2	CCOC(=O)[C@]12CCCCC/C=C\1N(Cc1ccc(OC)cc1)C(=O)[C@H]2CC(=O)NCCC(C)C	0.3	2	.	3
-1	-2	-1	6	-16	-1	Cc1ccc(S(=O)(=O)N2CCOCC2)cc1C(=O)OCC(=O)N(Cc1ccccc1)C(C)C	0.3	4	14	-5
2	-11	4	1	-3	-8	CCOc1cccc(C2C(C#N)=C(N)Oc3cc(C)[nH]c(=O)c32)c1OCC (stereo unspecified)	0.3	4	4	-2
0	2	0	-3	4	4	CC(NC(=O)c1ccccc1)c1ccc(Br)cc1 (stereo unspecified)	0.4	-3	7	2
-1	7	1	2	-5	1	CS(=O)(=O)N1CCN(CCN2C(=O)c3cccc4cccc(c34)C2=O)CC1	0.4	-4	-12	-4
-1	-2	2	-1	9	-2	COc1ccc(Nc2nc(N)c([N+](=O)[O-])c(N3CCOCC3)n2)cc1	-0.2	-7	-8	0
-2	8	-2	-2	7	0	Nc1nc(Cl)nc2c1ncn2C1OCC(O)C(O)C1O (stereo unspecified)	0.3	1	-23	-3
1	5	6	-5	3	2	O=C(Nc1cc(=O)[nH]c2nc(-c3ccccc3)nn12)c1ccc(Cl)cc1	-0.6	-2	-7	-4
0	4	3	-2	-3	4	COc1ccc(C(=O)NCCNC(=O)c2ccc(OC)cc2)cc1	0.5	2	-8	0
-23	-3	4	2	-1	-1	Nc1ccc2c(c1)C(=O)c1ccc(N)cc1-2	-0.3	-20	-5	-3
1	-4	2	-2	2	-6	Cc1ccccc1C(=O)Nc1cc(S(=O)(=O)N2CCOCC2)ccc1N1CCN(C)CC1	0.3	-3	-3	0
2	-2	4	-9	-4	-1	Cc1noc(C)c1COc1ccccc1C(=O)N1CCN(c2cccc(C(F)(F)F)c2)CC1	0.6	1	0	1
32*	1	5	-2	-11	0	Cc1noc(C)c1COc1ccccc1C(=O)NC(C)c1ccc(Cl)cc1 (stereo unspecified)	-0.2	0	-12	-5
-1	-1	i	-1	-7	i	Cc1ccc2nc(-c3ccc(O)cc3)c(Nc3ccc4c(c3)OCCO4)n2c1	-7.2	0	3	-114
-1	-5	3	1	0	-6	COc1cccc(NC(=O)COC(=O)c2ccc(C)c(S(=O)(=O)N3CCCCC3)c2)c1	1.1	6	11	3
-2	3	-30	-5	4	-36	COc1cc(/C=C/C(=O)N(C)CC(=O)Nc2ccccc2Br)cc2c1OCCO2	-0.1	-4	21	-24
1	-9	-16	-3	-5	-21	CCc1cccc(C)c1NC(=S)NCc1cccn1C	0.8	7	5	-7
2	-4	-6	-1	1	-10	CCn1c(=O)cc(OCC(=O)N2CCCC2)c2ccccc21	0.6	3	-7	-3
-3	-7	1	2	15	1	COC(=O)c1ccc(N2C(=O)CC(N(C)Cc3ccccc3)C2=O)cc1 (stereo unspecified)	-0.7	2	14	0
-2	1	2	-4	1	6	Cc1cccc(C(=O)NNC(=O)Nc2ccccc2)c1	-0.2	-7	11	1
0	-2	-1	0	3	-5	CCCOc1ccc(-c2c(C(=O)N/N=C(\C)c3ccco3)nnn2-c2nonc2N)cc1	0.1	-4	-11	-3
-2	3	-95	-1	8	-124	CC1CCN(C(=O)CSc2nnc3ccc(-c4cccnc4)nn23)CC1	3.2	-4	1	-8
0	7	2	-3	9	-4	COc1cc(C2C(C(=O)Nc3ccc(F)cc3)=C(C)Nc3nc(CCCO)nn32)cc(OC)c1OC (stereo unspecified)	-1.1	-1	13	-1
-1	7	2	11	-4	-13	CCCCOc1ccc(C(=O)NCC(=O)NC(C)CCc2ccccc2)cc1 (stereo unspecified)	-0.1	1	-1	-2

Two entries from above, as labelled records.
> CCc1cccc(C)c1NC(=S)NCc1cccn1C
- UHRF1 binding: 1
- DDE Tn6 FP inh: -9
- PLC-gamma1 inh: -16
- Tn7 DDE FP: -3
- ARFGAP1 inhibitor: -5
- PLC-beta3 inh: -21
- KLK7 zymogen act: 0.8
- MBD2 DNA inh: 7
- ASAP1 GAP inh: 5
- ADAM17 inh: -7

> CC1CCN(C(=O)CSc2nnc3ccc(-c4cccnc4)nn23)CC1
- UHRF1 binding: -2
- DDE Tn6 FP inh: 3
- PLC-gamma1 inh: -95
- Tn7 DDE FP: -1
- ARFGAP1 inhibitor: 8
- PLC-beta3 inh: -124
- KLK7 zymogen act: 3.2
- MBD2 DNA inh: -4
- ASAP1 GAP inh: 1
- ADAM17 inh: -8

Laid out differently: results already given.
SMILES	UHRF1 binding	DDE Tn6 FP inh	PLC-gamma1 inh	Tn7 DDE FP	ARFGAP1 inhibitor	PLC-beta3 inh	KLK7 zymogen act	MBD2 DNA inh	ASAP1 GAP inh	ADAM17 inh
COc1ccc(C(=O)NCCNC(=O)c2ccc(OC)cc2)cc1	0	4	3	-2	-3	4	0.5	2	-8	0
Nc1ccc2c(c1)C(=O)c1ccc(N)cc1-2	-23	-3	4	2	-1	-1	-0.3	-20	-5	-3
Cc1ccccc1C(=O)Nc1cc(S(=O)(=O)N2CCOCC2)ccc1N1CCN(C)CC1	1	-4	2	-2	2	-6	0.3	-3	-3	0
Cc1noc(C)c1COc1ccccc1C(=O)N1CCN(c2cccc(C(F)(F)F)c2)CC1	2	-2	4	-9	-4	-1	0.6	1	0	1
Cc1noc(C)c1COc1ccccc1C(=O)NC(C)c1ccc(Cl)cc1 (stereo unspecified)	32*	1	5	-2	-11	0	-0.2	0	-12	-5
Cc1ccc2nc(-c3ccc(O)cc3)c(Nc3ccc4c(c3)OCCO4)n2c1	-1	-1	i	-1	-7	i	-7.2	0	3	-114
COc1cccc(NC(=O)COC(=O)c2ccc(C)c(S(=O)(=O)N3CCCCC3)c2)c1	-1	-5	3	1	0	-6	1.1	6	11	3
COc1cc(/C=C/C(=O)N(C)CC(=O)Nc2ccccc2Br)cc2c1OCCO2	-2	3	-30	-5	4	-36	-0.1	-4	21	-24
CCc1cccc(C)c1NC(=S)NCc1cccn1C	1	-9	-16	-3	-5	-21	0.8	7	5	-7
CCn1c(=O)cc(OCC(=O)N2CCCC2)c2ccccc21	2	-4	-6	-1	1	-10	0.6	3	-7	-3
COC(=O)c1ccc(N2C(=O)CC(N(C)Cc3ccccc3)C2=O)cc1 (stereo unspecified)	-3	-7	1	2	15	1	-0.7	2	14	0
Cc1cccc(C(=O)NNC(=O)Nc2ccccc2)c1	-2	1	2	-4	1	6	-0.2	-7	11	1
CCCOc1ccc(-c2c(C(=O)N/N=C(\C)c3ccco3)nnn2-c2nonc2N)cc1	0	-2	-1	0	3	-5	0.1	-4	-11	-3
CC1CCN(C(=O)CSc2nnc3ccc(-c4cccnc4)nn23)CC1	-2	3	-95	-1	8	-124	3.2	-4	1	-8
COc1cc(C2C(C(=O)Nc3ccc(F)cc3)=C(C)Nc3nc(CCCO)nn32)cc(OC)c1OC (stereo unspecified)	0	7	2	-3	9	-4	-1.1	-1	13	-1
CCCCOc1ccc(C(=O)NCC(=O)NC(C)CCc2ccccc2)cc1 (stereo unspecified)	-1	7	2	11	-4	-13	-0.1	1	-1	-2

(continued)
UHRF1 binding	DDE Tn6 FP inh	PLC-gamma1 inh	Tn7 DDE FP	ARFGAP1 inhibitor	PLC-beta3 inh	smiles	KLK7 zymogen act	MBD2 DNA inh	ASAP1 GAP inh	ADAM17 inh
5	-7	-30	-4	6	-48	Nc1ccc2c(S(=O)(=O)O)cccc2c1S(=O)(=O)O	1.8	0	-8	-81
-3	0	-1	-1	9	-4	Cc1ccc2ncnc(NCCC(=O)O)c2c1	-0.1	-2	5	-1
-4	10	-50	0	-4	-3	O=C(CCN1C(=O)S/C(=C\c2ccccc2)C1=O)NCCCn1ccnc1	0.3	-5	-8	-1
2	-1	0	-1	-2	-6	O=C(Nc1ccc2c(c1)OCCO2)c1cc(F)c(F)cc1Cl	-0.2	7	13	0
3	2	2	-4	23	0	NS(=O)(=O)c1ccc(CCNC(=O)c2ccccc2F)cc1	0.2	2	-4	1
-3	-9	1	-4	7	-9	Cc1cc(=O)[nH]c(N/N=C/c2ccc3c(c2)OCCO3)n1	0.2	0	4	-3
4	-6	-101	-3	-5	-150	Cc1[nH]c2ccccc2c1CC#N	1.1	2	3	-9
3	-9	2	6	3	8	COC(=O)CNC(=O)C1CCN(C(=O)OCc2ccccc2)CC1	0.1	0	-7	1
-3	-3	-32	-2	-7	-46	O=C1c2cccc3c2N(CCC3)C(=O)C1(F)c1ccccc1 (stereo unspecified)	0.2	-4	-4	-1
-1	0	4	-5	11	4	C=C(C)Cn1c(SCC)nc2ccccc2c1=O	0.2	2	-2	0
4	2	5	-5	12	-4	COc1ccc(CCn2nnnc2CN2CCN(C(=O)c3ccco3)CC2)cc1OC	-0.2	-1	-8	-4
14	2	-30	5	2	-42	COc1ccccc1CNC(=O)C1CCCN(c2cnccn2)C1 (stereo unspecified)	-0.1	4	4	-16
15	1	2	-1	4	-2	COc1ccc(N2CCN(C(=O)CCS(=O)(=O)c3ccc4c(c3)NC(=O)CO4)CC2)cc1	-0.2	5	10	-4
-3	5	1	-2	-4	1	Cc1cccc(C)c1OCC(=O)Nn1c(C)nc2ccccc2c1=O	-0.4	-7	-17	-4
-5	0	3	-9	-4	1	CC(C)(C)OC(=O)C[C@@H]1C/C=C\C[C@@H](CC(=O)N[C@H](CO)Cc2ccccc2)C(=O)NC[C@H](c2ccccc2)OC1=O	0.5	1	-9	-1
1	-16	2	-1	8	1	O=C(NCCCN1CCOCC1)C(=O)NCC1CCCO1 (stereo unspecified)	-0.2	-2	8	-2
-3	-2	-3	8	8	-4	O=C(NCc1ccccc1)C(c1ccncc1)N(C(=O)c1ccccn1)c1ccccc1 (stereo unspecified)	0.8	-2	-11	-2
-2	-1	-1	0	-1	0	C=CCC(C(=O)c1ccccc1)[N+](C)(C)CC=C (stereo unspecified)	-0.1	1	-8	-4
